# MCL1-BIM inh: disrupts human MCL1 binding to BIM-BH3 peptide; Q07820; GST-MCL1 / FITC-Bim-BH3 fluorescence polarization; inhibition, % at 10.9 µM; 320,000 compounds, 0.68% hits;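 active = inhibition above the mean inhibition of all tested compounds plus 3 SD, set per campaign, cut at about 40% in these data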;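 note: 0% = DMSO wells and 100% = unlabeled Bim-BH3 peptide control; higher means more loss of mP so more displacement of Bim peptide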
# GLD-1 TGE inh: GLD-1-TGE RNA interaction inhibition (C. elegans); 320,000 compounds, 0.44% hits; AID 2280; purified GLD-1 + fluorescein TGE RNA, fluorescence polarization; inhibition, % at 5.96 µM;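 active = percent inhibition above a per-plate cutoff, the plate mean of test compounds plus 3 SD, cut at about 30% in these data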;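 note: 0% = DMSO wells with GLD-1 and probe and 100% = wells lacking GLD-1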
# Bcl-xL primary: inhibitors of human Bcl-xL | Q07817 | GST-Bcl-xL / FITC-Bim BH3 peptide fluorescence polarization | inhibition, % at 10.9 µM | 320,000 compounds, 0.7% hits;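 active = inhibition above the mean of all tested compounds plus 3 SD, cutoff set per campaign, cut at about 30% in these data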;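 note: 0% = DMSO wells and 100% = unlabeled Bim-BH3 peptide competitor; inhibitors lower millipolarization by displacing the labeled peptide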
# Target sequence (Q07817 whole entry, looked up): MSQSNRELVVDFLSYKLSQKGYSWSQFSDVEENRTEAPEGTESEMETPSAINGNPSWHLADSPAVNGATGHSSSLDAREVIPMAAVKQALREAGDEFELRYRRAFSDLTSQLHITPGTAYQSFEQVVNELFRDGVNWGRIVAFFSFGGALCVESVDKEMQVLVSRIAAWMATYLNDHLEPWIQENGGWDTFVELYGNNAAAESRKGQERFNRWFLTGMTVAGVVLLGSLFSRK
# Fam108B counter: blocks mouse Fam108B hydrolase in RBBP9 counter-screen; inhibition, % at 9.51 µM; 300,000 compounds, 0.33% hits; recombinant Fam108B, FP-Rh probe fluorescence polarization;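 active = inhibition above the screen mean inhibition plus 3 SD, computed separately per campaign, cut at about 18% in these data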;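 note: inhibitors lower polarization as less probe binds the enzyme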
# PAFAH1B2 inh: blocks human PAF acetylhydrolase 1b catalytic subunit 2; P68402; recombinant PAFAH1B2, FP-rhodamine activity probe, fluorescence polarization; inhibition, % at 3.39 µM; 340,000 compounds, 1.2% hits; AID 492953;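 active = inhibition above the mean of all tested compounds plus 3 SD, cut at about 24% in these data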;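 note: 0% = enzyme with DMSO and 100% = wells lacking PAFAH1B2; many of its hits are not listed in these tables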
# Target sequence (P68402 whole entry, looked up): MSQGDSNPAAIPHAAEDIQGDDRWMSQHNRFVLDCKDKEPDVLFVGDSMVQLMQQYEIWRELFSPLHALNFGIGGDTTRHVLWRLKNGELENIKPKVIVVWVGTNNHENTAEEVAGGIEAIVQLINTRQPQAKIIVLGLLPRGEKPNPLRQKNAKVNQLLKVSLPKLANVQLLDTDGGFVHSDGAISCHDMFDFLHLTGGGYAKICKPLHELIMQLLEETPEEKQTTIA
# PME-1 primary: blocks human protein phosphatase methylesterase 1. 320,000 compounds, 0.53% hits. inhibition, % at 5.9 µM. recombinant PME-1, FP-Rh probe fluorescence polarization. Q9Y570. AID 2130;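 active = inhibition above the campaign mean of all compounds plus 3 SD, cut at about 26% in these data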;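 note: competitive labeling of PME-1 active site by serine hydrolase directed probe; 0% = PME-1 with DMSO and 100% = wells lacking PME-1 enzyme; inhibitors block probe labeling so polarization falls and inhibition rises; many of its hits are not listed in these tables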
# Target sequence (Q9Y570 whole entry, looked up): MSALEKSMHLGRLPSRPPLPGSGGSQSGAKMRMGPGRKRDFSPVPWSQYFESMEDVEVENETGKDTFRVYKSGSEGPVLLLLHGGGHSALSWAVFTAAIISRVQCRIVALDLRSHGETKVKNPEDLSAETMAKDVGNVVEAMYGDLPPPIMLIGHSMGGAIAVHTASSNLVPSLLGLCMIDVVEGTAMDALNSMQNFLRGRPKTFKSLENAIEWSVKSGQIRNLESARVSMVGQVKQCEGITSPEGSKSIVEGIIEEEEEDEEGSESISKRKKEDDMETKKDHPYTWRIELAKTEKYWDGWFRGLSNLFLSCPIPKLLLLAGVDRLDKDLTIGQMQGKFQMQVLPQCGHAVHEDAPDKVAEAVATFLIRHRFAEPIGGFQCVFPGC
# pPAFAH FP inh: pPAFAH (human) enzyme inhibition | inhibition, % at 3.39 µM | AID 463082 | 330,000 compounds, 1.5% hits | recombinant pPAFAH, FP-rhodamine probe fluorescence polarization;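 active = inhibition above the mean inhibition across the screen plus 3 SD, cut at about 25% in these data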;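 note: inhibitors block binding of the rhodamine activity-based probe so polarization drops; 0% = enzyme with DMSO and 100% = wells lacking pPAFAH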
# AHR act: human AHR activation | P35869 | AHR-responsive luciferase reporter cells, luminescence | activation, % at 5 µM | 320,000 compounds, 2.5% hits; in the data active = activation above about 47%;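 note: 0% = vehicle wells and 100% = reference agonist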
# MEX-5 binding: C. elegans MEX-5 TCR-2 RNA binding activity. MEX-5/FITC-TCR2 RNA binding, fluorescence polarization; active compounds read low. 300,000 compounds, 0.38% hits. activity score (negative = inhibition of binding), % at 10 µM. AID 1832;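 active = inhibition past about -25% in most replicates, and total fluorescence under double the plate's negative control median, limit read from the data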;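 note: 0% = DMSO and -100% = 5 µM competing unlabeled TCR2 RNA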
# An asterisk follows results filed as active; x = no result given. Not all compounds are listed; rates above refer to the full screens.
# Assay codes – A = MCL1-BIM inh; B = GLD-1 TGE inh; C = Bcl-xL primary; D = Fam108B counter; E = PAFAH1B2 inh; F = PME-1 primary; G = pPAFAH FP inh; H = AHR act; I = MEX-5 binding
> CCOP(=O)(OCC)C(O)c1cccc([N+](=O)[O-])c1 (stereo not given)
  A = 0 | B = 2 | C = 1 | D = -1 | E = 2 | F = -9 | G = 0 | H = 1 | I = 0.6
> C=CCN1C(=O)/C(=C/c2cc(C)n(-c3cccnc3)c2C)C(=O)NC1=S
  A = 3 | B = 1 | C = 6 | D = 7 | E = 8 | F = -9 | G = 7 | H = 0 | I = -11
> CCN1CCC2(CCNC2)C1 (stereo not given)
  A = 7 | B = 3 | C = 3 | D = 3 | E = -2 | F = 6 | G = 2 | H = 0 | I = 5.1
> O=C(CCNS(=O)(=O)c1ccccc1)Nc1ccc(Cl)cc1C(=O)c1ccccc1
  A = 5 | B = -3 | C = 1 | D = 4 | E = 15 | F = -4 | G = -6 | H = 4 | I = 2.0
> CCOC(=O)C1(CCc2ccccc2)CCN(C2CCSCC2)CC1
  A = 0 | B = 3 | C = 3 | D = 1 | E = 7 | F = -1 | G = -1 | H = 2 | I = 2.0
> COC(=O)C1=C(c2cccc(OCc3ccccc3)c2)C[C@@H]2CC[C@H]1N2C(=O)NCCOc1ccc(OC)cc1
  A = 6 | B = 9 | C = 3 | D = x | E = 9 | F = -3 | G = 9 | H = 1 | I = x
> CCOc1cc(C2NCc3ccccc3-n3cccc32)ccc1OC (stereo not given)
  A = -4 | B = -7 | C = -2 | D = 0 | E = 2 | F = 0 | G = 8 | H = 0 | I = 3.0
> O[C@@H]1CCCC[C@H]1N1CCC(c2ccccc2)CC1
  A = -3 | B = 6 | C = -3 | D = 7 | E = 1 | F = 3 | G = -8 | H = -2 | I = 1.6
> CC(=NCCC(c1ccccc1)c1ccccc1)c1c(O)n(C)c(=O)n(C)c1=O
  A = 6 | B = 7 | C = 5 | D = -1 | E = 2 | F = 0 | G = 3 | H = 2 | I = 1.4
> COC(=O)C1=C(c2cccc(OCc3ccccc3)c2)C[C@@H]2CC[C@H]1N2C(=O)NCc1ccccc1
  A = 0 | B = -3 | C = 5 | D = x | E = 16 | F = -5 | G = 9 | H = -1 | I = x
> COc1ccc(CN2C(=O)NC(=O)/C(=C\c3cc(OC)c(OC)c(OC)c3)C2=O)cc1
  A = -2 | B = -16 | C = -9 | D = 0 | E = 5 | F = 2 | G = 5 | H = -1 | I = -4.0
> CCOC(=O)C(NC(=O)C(Cc1ccc(N(CCCl)CCCl)cc1)NC(C)=O)C(C)C (stereo not given)
  A = 1 | B = -1 | C = 5 | D = 2 | E = -2 | F = 2 | G = 3 | H = -1 | I = -2.3
> COc1ccc(OC)c(N2C(=O)/C(=C/c3ccco3)C(=O)NC2=S)c1
  A = 87* | B = 10 | C = 80* | D = 82* | E = x | F = 39* | G = 87* | H = 0 | I = -1.9
> Cc1ccc(OP(=O)(Nc2cccc(C)c2)Oc2ccc(C)cc2)cc1
  A = -8 | B = 0 | C = -2 | D = -4 | E = 10 | F = 2 | G = 0 | H = 3 | I = -0.5
> COC(=NC1CCCC1)C(O)c1c[nH]c2ccccc12 (stereo not given)
  A = -4 | B = 1 | C = -6 | D = 2 | E = 5 | F = 1 | G = -1 | H = 16 | I = 0.6

# Reformatted: results already given.
SMILES | MCL1-BIM inh | GLD-1 TGE inh | Bcl-xL primary | Fam108B counter | PAFAH1B2 inh | PME-1 primary | pPAFAH FP inh | AHR act | MEX-5 binding
COC(=O)C1=C(c2cccc(OCc3ccccc3)c2)C[C@@H]2CC[C@H]1N2C(=O)NCCOc1ccc(OC)cc1 | 6 | 9 | 3 | x | 9 | -3 | 9 | 1 | x
CCOc1cc(C2NCc3ccccc3-n3cccc32)ccc1OC (stereo not given) | -4 | -7 | -2 | 0 | 2 | 0 | 8 | 0 | 3.0
O[C@@H]1CCCC[C@H]1N1CCC(c2ccccc2)CC1 | -3 | 6 | -3 | 7 | 1 | 3 | -8 | -2 | 1.6
CC(=NCCC(c1ccccc1)c1ccccc1)c1c(O)n(C)c(=O)n(C)c1=O | 6 | 7 | 5 | -1 | 2 | 0 | 3 | 2 | 1.4
COC(=O)C1=C(c2cccc(OCc3ccccc3)c2)C[C@@H]2CC[C@H]1N2C(=O)NCc1ccccc1 | 0 | -3 | 5 | x | 16 | -5 | 9 | -1 | x
COc1ccc(CN2C(=O)NC(=O)/C(=C\c3cc(OC)c(OC)c(OC)c3)C2=O)cc1 | -2 | -16 | -9 | 0 | 5 | 2 | 5 | -1 | -4.0
CCOC(=O)C(NC(=O)C(Cc1ccc(N(CCCl)CCCl)cc1)NC(C)=O)C(C)C (stereo not given) | 1 | -1 | 5 | 2 | -2 | 2 | 3 | -1 | -2.3
COc1ccc(OC)c(N2C(=O)/C(=C/c3ccco3)C(=O)NC2=S)c1 | 87* | 10 | 80* | 82* | x | 39* | 87* | 0 | -1.9
Cc1ccc(OP(=O)(Nc2cccc(C)c2)Oc2ccc(C)cc2)cc1 | -8 | 0 | -2 | -4 | 10 | 2 | 0 | 3 | -0.5
COC(=NC1CCCC1)C(O)c1c[nH]c2ccccc12 (stereo not given) | -4 | 1 | -6 | 2 | 5 | 1 | -1 | 16 | 0.6

# (cont.)
# Assay codes – A = MCL1-BIM inh; B = GLD-1 TGE inh; C = Bcl-xL primary; D = Fam108B counter; E = PAFAH1B2 inh; F = PME-1 primary; G = pPAFAH FP inh; H = AHR act; I = MEX-5 binding
> O=P(C(Cl)Cl)(N1CCOCC1)N1CCOCC1
  A = 2 | B = -2 | C = 0 | D = 0 | E = 2 | F = 3 | G = -4 | H = -2 | I = -0.6
> CSCCC(N=Cc1c(O)n(-c2ccc(Br)cc2)c(=O)[nH]c1=O)C(=O)OC(C)(C)C (stereo not given)
  A = 4 | B = 16 | C = 4 | D = 3 | E = 0 | F = 6 | G = 2 | H = 3 | I = 0.6
> CCCC(C)(COC(N)=O)COC(=O)NC(C)C (stereo not given)
  A = 8 | B = 7 | C = 9 | D = -4 | E = 3 | F = -1 | G = 6 | H = -1 | I = 1.0
> COc1cc(OC)cc(C(=O)Nc2ccc(Br)cc2C(=O)c2ccccc2)c1
  A = 16 | B = 4 | C = 9 | D = -8 | E = -10 | F = -11 | G = 0 | H = 8 | I = -0.8
> O=[N+]([O-])c1ccc(N2CCNCC2)cc1NC1CC1
  A = -5 | B = 1 | C = -2 | D = 2 | E = x | F = 0 | G = -1 | H = 15 | I = -6.9
> CC(C)Oc1cc(-n2c(=S)[nH]c3ccccc3c2=O)c(Cl)cc1Cl
  A = -2 | B = -6 | C = -2 | D = -2 | E = 2 | F = -3 | G = -5 | H = 12 | I = -0.6
> COC(=O)C1=C(c2ccc3ccccc3c2)C[C@@H]2CC[C@H]1N2C(=O)NCCNC(C)=O
  A = 9 | B = -4 | C = 11 | D = x | E = -1 | F = -3 | G = -1 | H = 0 | I = x
> N#CC(C#N)=NNc1ccc(-n2ccc(C(F)(F)F)n2)cc1
  A = 7 | B = 2 | C = 6 | D = 2 | E = -4 | F = -10 | G = 16 | H = -5 | I = -3.0
> c1ccc(-c2cc(-c3ccccc3)[n+](-c3ccccc3)c(-c3ccccc3)c2)cc1
  A = 0 | B = -1 | C = 1 | D = -1 | E = 4 | F = -14 | G = -8 | H = -2 | I = 3.1
> N#CC(C#N)=Cc1ccc(-c2ccccc2F)o1
  A = 100* | B = 12 | C = 62* | D = 0 | E = -4 | F = -4 | G = 7 | H = 1 | I = x
> O=c1c2ccccc2nc(CNCc2ccco2)n1-c1ccc(F)cc1
  A = -8 | B = -1 | C = -3 | D = 0 | E = -3 | F = -4 | G = -5 | H = 10 | I = 4.7
> O=[N+]([O-])c1ccc(NCCO)c2ncccc12
  A = -6 | B = -7 | C = -2 | D = 0 | E = 0 | F = 0 | G = 6 | H = 0 | I = -2.0
> CN1CCc2c(c(N3CCCCC3)nc3n[nH]c(N)c23)C1
  A = 8 | B = -3 | C = 4 | D = 0 | E = -1 | F = 0 | G = 1 | H = 0 | I = -0.2
> O=C(Cn1c(=O)c(C(F)(F)F)nc2ccccc21)N1CCC2(CC1)OCCO2
  A = 6 | B = 5 | C = 4 | D = 1 | E = 0 | F = -3 | G = 0 | H = 3 | I = -1.0

# High-throughput results (PubChem BioAssay)
